# NCI-60 one-dose screen, 48 h, at 10 µM unless noted. Numbers give growth in % (100 = growth as untreated, 0 = no growth, -100 = all killed).
# HS 578T = HS 578T breast cancer | hit rate 4.1% among 78,000
# LOX IMVI = LOX IMVI melanoma | hit rate 7.4% among 79,000
# MDA-MB-231 = MDA-MB-231 breast cancer | hit rate 5% among 81,000 | AID 1794789
# SK-MEL-28 = SK-MEL-28 melanoma; hit rate 4.1% among 81,000; AID 1794761
# BT-549 = BT-549 breast cancer. hit rate 4.4% among 78,000. AID 1794793
# T-47D = T-47D breast cancer. hit rate 5% among 79,000
# MDA-MB-468 = MDA-MB-468 breast cancer; hit rate 8.5% among 78,000
# MCF7 = MCF7 breast cancer; hit rate 6.3% among 82,000
# * = called active by the depositor; . = not tested or not shown; & = joins results of further samples. Rule for the calls: active = growth percent below 10; inactive = the rest.
SMILES,HS 578T,LOX IMVI,MDA-MB-231,SK-MEL-28,BT-549,T-47D,MDA-MB-468,MCF7
CC1=CC(=O)OC1CC(=O)O (stereo not drawn),101,100,100,110,113,101,106,93
CCCCCNc1ccc(C)cc1,110,95,108,110,116,95,108,107
CCCCCCn1c(-c2ccc(OC)c(OC3CCCC3)c2)nc(-c2ccccc2)c1-c1ccccc1,75,70,68,93,108,50,55,49
O=C(CSc1nnc(-c2cnccn2)n1-c1ccccc1)c1ccccc1,89,100,79,107,91,73,101,92
C=CCn1cc(-c2nc3ccccc3s2)c2cc(-c3ccc4c5c(cccc35)C(=O)N(Nc3ccccc3)C4=O)ccc21,95,97,98,106,98,102,101,94
NNC(=S)n1ccc(-c2cc3c(ccc4ccccc43)oc2=O)n1,88,96,86,107,104,88,93,75
CCN(CC)c1ccc(/C=C/C2=[N+](C)c3ccccc3C2(C)C)c(C)c1,42,3.0*,-1.1*,9.1*,-13*,-0.9*,-9.1*,3.9*
CCCn1c(=O)[nH]c(N)c(C(c2ccccc2F)c2c(N)[nH]c(=O)n(CCC)c2=O)c1=O,69,88,85,91,93,52,65,79
Cc1ccc(Nc2nnc(-c3ccc(Cl)cc3)o2)c(C)c1,88,76,76,77,.,76,75,57
Cc1ccc(S(=O)(=O)n2cccc2/C=C2\C(=O)N(c3c(Cl)cccc3Cl)c3ccccc32)cc1,99,95,86,104,93,75,81,84
Cc1cccc(C(=O)OC(C)C)c1,103,101,96,104,101,99,99,93
COC(=O)c1nc2cc(Cl)ccc2nc1C(F)(F)F,93,101,115,112,123,106,117,102
O=C(Nc1ncccc1OCc1cn(Cc2ccccc2)nn1)c1ccccc1,103,100,94,106,99,105,88,95
O=[N+]([O-])c1ccc(-c2cn3nc(-c4c[nH]c5ccc(Br)cc45)sc3n2)cc1,99,96,89,106,96,85,104,81
CCCCCCCCCCCCCCCC(=O)Nc1cc2c(C)cc(=O)oc2cc1O,99,103,105,124,93,96,108,95
CCOC(=O)C1=C(C(C)=O)C(c2cccc([N+](=O)[O-])c2)C(C(C)=O)=C(C(=O)OCC)N1,93,90,.,97,101,.,105,86
N#C/C(=C\c1ccc(-c2cccc(C(F)(F)F)c2)o1)c1nc(-c2ccc(F)cc2)cs1,107,.,91,95,103,64,98,37
Cc1cc(C)c(C#N)c(OCc2cccc(Cn3c(C)cc(C)c(C#N)c3=O)n2)n1,104,89,112,99,101,91,91,93
CNC(=O)c1cc(-n2ccc3cc(NC(=S)Nc4ccccc4)ccc32)ccn1,110,107,93,105,95,90,95,93
CC(=O)N1N=C(c2ccc(Nc3nc(Nc4ccc(Cl)cc4)nc(Nc4ccc(Cl)cc4)n3)cc2)CC1c1ccc(N(C)C)cc1 (stereo not drawn),94,91,80,78,99,82,.,82
CC(=O)OCC1OC(OC2=C(CC=C(C)C)C(=O)c3ccccc3C2=O)C(OC(C)=O)C(OC(C)=O)C1OC(C)=O (stereo not drawn),18,6.9*,6.4*,30,-6.9*,-61*,.,-60*
S=C(N/N=C\c1ccc(Cl)cc1Cl)N/N=C/c1ccc(Cl)cc1Cl,114,96,85,99,.,93,130,89
CCCSc1nc(Oc2ccccc2/C=C2/SC(=O)NC2=O)c(C#N)c(-c2ccc(OC)cc2)n1,102,105,103,105,106,117,87,98
COc1ccc2nc3cc(Cl)ccc3c(N3CCN(c4ccnc(N5CCOCC5)n4)CC3)c2c1,99,-59*,45,36,93,-38*,-55*,-82*
Cc1ccc(CNc2ccc3nc(CCC(C)C)[nH]c3c2)cc1,96,95,86,98,93,84,78,89
CC1CN(Cc2ccco2)C(=O)NC1=O (stereo not drawn),90,91,87,107,93,76,109,96
Cc1ccc(/C=C/c2ccccn2)cc1,105,100,106,103,101,101,110,94
CN(C)CCN1C(=O)c2cccc3cc(N)cc(c23)C1=O,58,6.2*,57,.,47,12,.,8.0*
CCN1C(=O)N(CC)C2C1NC(=S)N2/N=C/c1ccc(OC)cc1 (stereo not drawn),48,49,70,71,59,50,27,22
O=C1OC(c2ccc3c(c2)CCCC3)=C/C1=C/C=C\c1ccccc1,98,94,109,103,104,.,112,101
OCN(CO)c1nc(N(CO)CO)nc(N(CO)CO)n1,108,99,121,105,102,124,104,91
O=C(NO)c1ccc(Cn2c(=O)n(CCc3ccc(O)cc3)c(=O)c3ccccc32)cc1,59,22,39,17,66,12,30,45
N#Cc1nnc2cc(-c3ccccc3)nn2c1C1CC1,63,93,.,111,80,.,71,65
CCOP(=O)(CCCCN1C(=O)c2ccccc2C1=O)OCC,.,103,101,105,95,109,100,104
CCOC(=O)c1c(-c2ccccc2)c(C#N)c2c(C#N)c(N)nn2c1N,75,73,73,81,83,64,52,78
Cc1c(C(=O)Nc2nc3ccccc3s2)cnn1-c1c(F)cccc1F,91,91,95,103,84,74,105,87
COc1cc(C2C(C#N)=C(N)N(c3ccc(F)cc3F)C3=C2C(=O)CC(C)(C)C3)cc(OC)c1OC (stereo not drawn),99,107,106,108,121,105,91,96
CCCCC(CC)CN1C(=O)c2ccccc2C1=O (stereo not drawn),115&98,88&94,103&91,100&94,94&90,100&56,94&72,91&100
C=CCSC1=N/C(=C\c2cn(-c3cccc(Cl)c3)nc2-c2ccc(OC)cc2)C(=O)N1c1ccc(OC)cc1,72,100,102,97,67,65,62,83
CCOc1ccc(/C=C\C(=O)O)cc1,112,105,108,107,125,122,121,95
Cc1nn(-c2ccccc2)cc1/C=C(\C#N)C(=O)Nc1sc2c(c1C#N)CCC2,113,93,98,101,129,109,96,100
O=c1cc(-c2ccccc2)oc2c1CCCC2,113,103,124,110,97,96,109,93
Cc1cc(C)c(NC(=O)c2sc3nc4c(cc3c2N)C(=O)CC(C)(C)C4)c(C)c1,109,98,115,107,109,89,85,99
COc1ccc(/C(C#N)=C/c2cccc(OC)c2OC)cc1,92,84,83,84,78,81,-19*,66
O=C(CCn1cc[n+](CC(=O)c2ccc(C(F)(F)F)cc2)c1)Nc1cccc2cccnc12,97,98,91,98,104,95,61,83
CC(C)[C@@H]1COC(C(Cc2ccc(C(C)(C)C)cc2)(Cc2ccc(C(C)(C)C)cc2)C2=N[C@H](C(C)C)CO2)=N1,95,.,99,108,102,119,95,96
CCc1c(C)c2cc3nc(NCc4ccccc4)oc3c(C)c2oc1=O,67,80,62,73,33,47,68,73
CCOCC(O)CN1CCN(c2ccccc2)CC1 (stereo not drawn),110,96,107,110,94,104,108,105
CN1CCN(Cc2ccc(C(=O)Nc3cccc(-c4cn(-c5ccc(S(N)(=O)=O)cc5)nn4)c3)cc2C(F)(F)F)CC1,86,77,86,101,84,92,83,83
CC(C)CC(=O)C(CCc1ccccn1)C(C)C (stereo not drawn),98,97,108,109,108,96,109,104
C[N+]1(C)Cc2ccccc2C1,119,99,115,112,109,104,102,104
CN1C(=C2C(=O)OC(C)(C)OC2=O)CCC1C(=O)NCc1ccc(Cl)cc1Cl (stereo not drawn),98,93,99,93,107,97,75,98
Cn1c(=S)c2[nH]c(SC3CCCC3)nc2n(C)c1=O,104,109,89,99,117,97,103,91
COc1ccc2[nH]c(=O)cc(-n3nncc3COc3ccc(C=O)cc3)c2c1,100,94,89,111,95,92,109,98
NCCOc1ncccc1/C=C1\c2ccccc2-c2ccc([N+](=O)[O-])cc21,-5.2*,-91*,-42*,-22*,-17*,-30*,-39*,-42*
Cc1ccc(S(=O)(=O)N/N=C/c2ccc([N+](=O)[O-])cc2)cc1,104,91,114,117,114,109,107,95
CCOC(=O)C1O[N+]([O-])=C(c2ccc(OC)cc2)C1c1cccc(OC)c1 (stereo not drawn),92,99,102,107,98,94,108,96
OC(O)(c1cncc(-c2ccc3ncnc(NCc4ccccc4)c3c2)c1)C(F)(F)F,39,55,61,72,65,25,54,31
CC(C)Sc1nc(-c2ccc(Br)cc2)c(C#N)c(N2CCOCC2)n1,103,97,88,100,95,79,89,84
O=C(O)c1ccc(Cn2cnc3c(=O)[nH]cnc32)cc1,96,.,99,109,120,98,105,102

# (more compounds)
SMILES,HS 578T,LOX IMVI,MDA-MB-231,SK-MEL-28,BT-549,T-47D,MDA-MB-468,MCF7
NC(=S)N/N=C\c1nccc2c(C(F)(F)C(F)(F)C(F)(F)F)cccc12,51,4.1*,37,25,41,4.1*,-70*,12
CC1(C)CC[C@]2(C(=O)N3CCOCC3)CC[C@]3(C)C(=CC[C@@H]4[C@@]5(C)Cc6c([nH]c7ccccc67)C(C)(C)[C@@H]5CC[C@]43C)[C@@H]2C1,96,78,95,98,106,75,106,92
Nc1cc2ccccc2c(=O)n1NC(=O)c1ccc(I)cc1,.,.,.,103,108,101,99,93
OCC[C@H]1C[C@H]1c1ccco1,104,97,108,108,109,93,106,94
Cc1nc(-c2ccc(Cl)cc2)ccc1-c1nnc(SCC(C)C)o1,106,98,101,105,.,87,103,89
COc1cc(C=NC2CCCCC2)ccc1O,91,96,92,110,111,98,110,106
Cc1ccc(/C=C/C(=O)c2ccc(S(=O)(=O)NCCNc3nc(Nc4ccc(F)cc4)nc(N(C)C)n3)cc2)cc1,69,-100*,39,40,65,25,-2.8*,-56*
Nc1cc(Cl)c(Cl)cc1S(=O)(=O)O,92,88,107,101,99,87,101,93
COC(=O)c1cc[n+]([O-])cc1,105,101,109,125,118,100,117,108
COc1cc(/C=C2\CN(C)CC3=C2Nc2nc(SC)[nH]c(=O)c2C3c2cc(OC)c(OC)c(OC)c2)cc(OC)c1OC (stereo not drawn),36,3.9*,38,45,55,85,40,33
CC(C)c1ccc2c(c1)CC[C@H]1[C@](C)(C(=O)OCC#CCN3CCCC3)CCC[C@]21C,88,91,100,76,93,63,52,74
COc1cc(CCC(=O)NCC(=O)NNC(C)C)cc(OC)c1OC,101,99,110,118,107,104,115,107
CN1CCN(c2ccc(-c3cnc4c(-c5csc6ccccc56)cnn4c3)cc2)CC1,-28*,-91*,-25*,-7.6*,-39*,-7.2*,-27*,-22*
CC(C)C[C@H](NC(=O)Cn1ccc(Nc2ccccc2)cc1=O)B(O)O,29,3.1*,49,11,9.0*,-4.3*,.,28
